M5 PAM – human M5 muscarinic receptor positive allosteric modulators, primary screen, CHO-K1 cells, Fluo-8 calcium fluorescence | CHO-K1 hM5, ACh EC20 PAM; 0% = ACh EC20, 100% = ACh EC100 | 0.3% of 360,000 active | activation, % at 3 µM;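 active means activation above the run cutoff, the mean activation of all test compounds plus 3 SD, cut at about 18% in these data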
Target sequence (P08912 whole entry, looked up): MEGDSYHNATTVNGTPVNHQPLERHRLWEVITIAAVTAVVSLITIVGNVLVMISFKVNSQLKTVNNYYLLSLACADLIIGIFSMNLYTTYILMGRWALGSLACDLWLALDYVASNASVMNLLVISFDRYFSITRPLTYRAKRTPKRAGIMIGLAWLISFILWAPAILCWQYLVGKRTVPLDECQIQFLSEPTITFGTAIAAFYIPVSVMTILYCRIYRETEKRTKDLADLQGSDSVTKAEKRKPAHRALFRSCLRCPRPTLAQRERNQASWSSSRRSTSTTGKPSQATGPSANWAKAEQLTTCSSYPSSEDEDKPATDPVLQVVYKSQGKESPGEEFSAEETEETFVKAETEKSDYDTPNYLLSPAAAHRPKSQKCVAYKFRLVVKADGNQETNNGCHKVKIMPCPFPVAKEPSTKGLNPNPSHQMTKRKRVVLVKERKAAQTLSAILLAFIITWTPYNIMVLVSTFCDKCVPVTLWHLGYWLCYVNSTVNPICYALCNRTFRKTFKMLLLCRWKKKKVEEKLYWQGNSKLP
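Assay system: CHO-K1 hM5 cells. Also added: acetylcholine at EC20 concentration, added after compound. Dosing: 3 µM, single dose. Times: compound preincubation 140 s before EC20 acetylcholine addition. Signal: Fluo-8 calcium fluorescence. Measure: % activation relative to EC20 and EC100 ACh responses. Repeats: singlicate, one well per test compound.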
M4 PAM – human M4 muscarinic receptor positive allosteric modulators, primary screen, CHO-K1 cells, Fluo-8 calcium fluorescence | Muscarinic acetylcholine receptor M4 (Homo sapiens), P08173 | CHO-K1 hM4/Gqi5, ACh EC20; 0% = ACh EC20, 100% = maximal ACh | activation, % at 3 µM | 0.4% of 360,000 active | AID 624126, 2012;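 active means activation above its plate's cutoff, the mean activation of sample wells plus 3 SD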; further: some results filed as inactive read as strong as hits
Target sequence (P08173 whole entry, looked up): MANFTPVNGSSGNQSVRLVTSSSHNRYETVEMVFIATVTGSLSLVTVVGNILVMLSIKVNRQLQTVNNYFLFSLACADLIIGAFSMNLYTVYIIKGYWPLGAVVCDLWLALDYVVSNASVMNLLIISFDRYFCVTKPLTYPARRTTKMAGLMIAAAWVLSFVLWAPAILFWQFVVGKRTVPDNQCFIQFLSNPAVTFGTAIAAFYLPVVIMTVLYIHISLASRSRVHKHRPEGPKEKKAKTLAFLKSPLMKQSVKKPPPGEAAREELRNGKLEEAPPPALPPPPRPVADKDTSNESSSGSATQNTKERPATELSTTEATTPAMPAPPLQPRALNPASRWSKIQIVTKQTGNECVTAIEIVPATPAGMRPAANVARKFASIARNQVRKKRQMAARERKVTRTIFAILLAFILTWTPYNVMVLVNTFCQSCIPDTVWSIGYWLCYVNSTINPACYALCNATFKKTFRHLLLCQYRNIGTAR
CRFR2-BP ag – agonists of CRF-BP/CRF-R2 complex, primary screen, cell-based, HEK293, calcium dye fluorescence, uHTS. calcium dye fluorescence (FLIPR); percent of saturating CRF peptide response. 0.46% of 350,000 active. CRF-binding protein / CRF receptor 2 complex (human). AID 588473, 2011. activation, % at 13.2 µM;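 active means activation of at least 50%, plus an integration ratio under a set limit after plate pattern correction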;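 further: plate controls were neutral control wells without compound for no effect and CRF at EC100 for full effect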
CHRM4 antagonist – human M4 muscarinic receptor antagonists, primary screen, CHO cells, Fluo-8 calcium fluorescence. Muscarinic acetylcholine receptor M4 (Homo sapiens), P08173. CHO-hM4 cells, ACh EC80. inhibition, % at 3 µM. 0.73% of 360,000 active;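 active means inhibition above its plate's cutoff, the mean inhibition of sample wells plus 3 SD, cut at about 27% in these data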;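 further: 0% = acetylcholine EC80 with DMSO and 100% = DMSO without agonist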
M1 PAM – human M1 muscarinic receptor positive allosteric modulators, primary screen, CHO-K1 cells, Fluo-8 calcium fluorescence, 1536-well. AID 588819, 2011. CHO-K1 hM1, ACh EC20; 0% = ACh EC20, 100% = maximal ACh. activation, % at 3 µM. 0.088% of 360,000 active. Muscarinic acetylcholine receptor M1 (Homo sapiens), P11229; in the data active means activation above about 19%, passing the limit was not always enough
CRFBP-R2 block – antagonists of CRF-BP/CRF-R2 complex, primary screen, cell-based, HEK293, calcium dye fluorescence, uHTS; CRF-induced calcium fluorescence; inhibition, % at 11.8 µM; 0.59% of 350,000 active;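 active means inhibition of the ligand-induced calcium signal above about 50% at the single tested concentration, limit read from the data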
M5 ag – human M5 muscarinic receptor agonists, primary screen, CHO-K1 cells, Fluo-8 calcium fluorescence | Muscarinic acetylcholine receptor M5 (Homo sapiens), P08912 | activation, % at 3 µM | CHO-K1 hM5 cells; 0% DMSO wells, 100% maximal acetylcholine response | 0.19% of 360,000 active;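 active means activation above the run's mean over test compounds plus 3 SD, cut at about 23% in these data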;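 further: signal is peak over basal fluorescence ratio across the kinetic read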
CHRM5 antagonist – human M5 muscarinic receptor antagonists, primary screen, CHO cells, Fluo-8 calcium fluorescence | 0.59% of 360,000 active | CHO-hM5 cells, ACh EC80 | inhibition, % at 3 µM;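 active means inhibition above a per-plate cutoff, the mean of that plate's test compounds plus 3 SD, cut at about 27% in these data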;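 further: 0% = acetylcholine EC80 with DMSO and 100% = DMSO without agonist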
CHRM4 agonist – human M4 muscarinic receptor agonists, primary screen, CHO-K1 cells, Fluo-8 calcium fluorescence; Muscarinic acetylcholine receptor M4 (Homo sapiens), P08173; CHO-K1 hM4/Gqi5; vehicle 0%, full acetylcholine response 100%; activation, % at 3 µM; 0.14% of 360,000 active; AID 624127, 2012;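 active means activation above the run mean over all test wells plus 3 SD, cut at about 32% in these data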;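 further: peak over basal fluorescence ratio per well then scaled between controls; 0% = DMSO wells and 100% = acetylcholine at EC100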
Active calls of the source: *; · = no result given. Not a hit list (roughly 2.6% active in at least one column).

SMILES	M5 PAM	M4 PAM	CRFR2-BP ag	CHRM4 antagonist	M1 PAM	CRFBP-R2 block	M5 ag	CHRM5 antagonist	CHRM4 agonist
N#Cc1c(NC(=O)CSc2nnc(-c3ccco3)n2-c2ccccc2)sc2c1CCC2	-3.5	8.1	-1.0	-0.5	3.8	-2.1	-0.1	-9.5	0.1
O=C1NC(=S)S/C1=C\c1cc(Cl)cc(Cl)c1O	-40.8	-13.3	83.2*	12.2	-12.6	-57.4	192.7*	29.6*	51.5*
COc1ccc(CCNC(=O)CCCn2c(=O)c3cccn3c3cccnc32)c(OC)c1OC	-0.3	6.9	-4.5	-13.3	3.8	18.8	-1.9	-0.1	2.5
O=C1NC(=S)/C(=C\c2ccc(-c3ccccc3Cl)o2)S1	-2.3	1.6	25.5	-2.7	-2.2	8.2	2.5	1.9	1.3
CCN(CC(=O)NCc1ccc(Cl)cc1)C(=O)/C=C/c1ccc(C#N)cc1	1.1	-11.0	-1.3	-0.7	14.8	-1.3	-1.6	4.6	1.4
COC(=O)c1c(-c2ccc(OC)cc2)sc2cc(OC)c(OC)cc12	-17.8	-5.0	-2.2	12.6	-5.2	-18.9	-4.9	16.1	-1.1
O=C(CCS(=O)(=O)c1ccc2c(c1)NC(=O)CO2)NCCc1ccc(Cl)cc1	-2.9	0.2	0.4	1.4	-0.8	-3.4	-3.9	4.7	0.9
Nc1nnc(SCC(=O)OCC(=O)NC23CC4CC(CC(C4)C2)C3)s1	-8.2	-4.0	-1.5	4.7	0.9	3.5	5.2	3.0	12.3
CCCCNc1cc(=O)oc2ccccc12	-1.1	-10.3	-1.3	7.5	0.7	-19.1	1.1	0.4	0.9
COc1ccc(C(=O)Nc2c(Cl)cc(Cl)cc2C(=O)N2CCOCC2)cc1	-3.6	-0.4	-1.2	-9.1	4.9	-4.0	-1.0	0.5	1.8
CSc1ccc(C2N=C(c3ccccc3)NO2)cc1 (configuration not stated)	7.1	-3.6	-0.9	5.3	7.1	-10.3	-3.0	0.7	1.9
Cc1ccc(NC(=O)CN(C)C(=O)COC(=O)CNS(=O)(=O)c2ccc(Br)cc2Cl)cc1	-10.6	-4.7	20.7	-3.1	1.3	-29.8	-5.0	14.2	4.8
O=C(O)C1CSC(c2ccncc2)N1 (configuration not stated)	2.1	14.0	4.6	7.1	5.7	5.6	0.4	11.9	0.0
CCC(C)NCCOCCOc1ccc(Br)cc1C (configuration not stated)	-5.9	-15.4	0.5	6.8	-26.7	2.6	-6.0	7.4	4.6
S=c1[nH]nc(Cc2cccc3ccccc23)n1-c1ccccc1	-8.0	14.6	0.5	-9.7	10.6	-5.5	-1.6	-1.9	3.1
O=C(/C=C/c1ccccc1)CC(=O)c1ccccc1	-0.8	1.5	1.3	-7.0	-4.9	3.9	6.0	3.0	-0.6
O=C(Cc1ccccc1)NCCSCc1ccc(Cl)cc1	1.4	12.3	-2.9	-11.6	8.1	18.3	-5.8	-7.8	-1.7
O=C(Nc1cccc(NC(=O)c2ccccc2)n1)c1ccccc1	-13.4	-12.4	-1.8	12.0	-10.7	-14.6	1.6	6.0	9.7
COc1ccc(OC)c2sc(N3CCc4ccccc4C3)nc12	0.8	-1.0	0.0	-6.3	8.2	-13.6	-2.5	1.4	1.9
O=C(Nc1ccon1)c1ccccc1F	0.4	4.1	1.4	3.2	12.7	4.1	1.7	-2.7	0.5
Cc1ccc(N(C(=O)CCC(=O)Nc2ccccn2)C(C(=O)NC(C)C)c2ccc(F)cc2)cc1 (configuration not stated)	-4.0	7.0	3.1	-12.8	-0.5	-7.2	-0.6	8.7	0.7
Cc1ccc(S(=O)(=O)/N=C(\Nc2cc(C)on2)c2ccc(Cl)cc2)cc1	0.1	5.1	-1.0	6.1	8.1	-17.8	-3.9	-0.6	-0.5
Cn1nnnc1SCSc1nnnn1C	2.3	-3.9	1.8	6.3	9.2	5.0	-6.1	-1.6	0.3
CCCCC(C(=O)O)C(C)CC(=O)Nc1cccc(C(=O)O)c1 (configuration not stated)	2.0	-0.1	1.7	2.9	-0.2	-11.5	-0.6	-1.2	1.1
C/C(=N\NC(=O)c1c(Br)c(C)nn1C)c1cccc(NC(=O)c2ccccc2C)c1	-0.2	2.0	2.0	-0.5	9.2	10.0	-2.3	8.9	1.9
COc1ccccc1CNC(=O)N1CCN(c2ccccc2C)CC1	2.3	-0.7	0.1	7.1	5.8	9.6	-2.9	2.5	1.1
COc1cc(C(=O)NCCc2cc3c(OC)ccc(OC)c3[nH]c2=O)cc(OC)c1OC	-0.9	9.6	-1.0	-16.8	-3.7	4.3	-2.4	2.2	3.0
CCOP(=O)(OCC)c1nc(-c2ccccc2Cl)oc1N1CCOCC1	3.6	-1.1	-0.1	-5.3	9.2	4.6	-0.6	4.4	0.3
COc1ccc(C2/C(=C(/O)c3ccc(C)cc3)C(=O)C(=O)N2CC2CCCO2)cc1OC (configuration not stated)	4.1	0.8	0.4	2.5	8.6	-6.6	-0.4	-9.7	0.8
CCOc1ccc(CCNC(=O)CCNS(=O)(=O)c2ccc(Br)cc2)cc1OCC	0.8	1.9	0.8	-3.3	3.6	1.2	-1.0	-6.2	3.6
Cc1cc(C(=O)COC(=O)c2ccc(Br)o2)c(C)n1C	1.1	-3.4	-5.9	-3.5	0.2	4.2	-3.7	4.8	0.4
COc1cc(C(O)c2nc(-c3ccccc3OC)cs2)ccc1F (configuration not stated)	0.7	2.3	·	-14.7	2.3	·	0.2	-5.6	4.3
Cc1cccc(SC2CCN(C(=O)C3CCC(=O)N(C4CC4)C3)CC2)c1 (configuration not stated)	15.4	2.7	-1.9	3.5	5.5	-7.8	6.0	-14.0	5.3
Cc1ccc(OCCCn2c(=O)oc3ccccc32)cc1	-2.5	1.3	0.6	-0.6	10.9	-10.4	-1.8	0.5	0.0
Cc1cc(C)cc(N(CC(=O)NCc2ccc(F)cc2)C(=O)CCC(=O)Nc2ccccn2)c1	-3.0	0.1	0.4	5.3	3.7	-13.1	-0.6	1.4	2.1
COc1ccc(S(=O)(=O)Nc2ccccc2C(=O)NC(C)C)cc1OC	-7.1	13.1	-1.0	1.6	3.3	-0.4	0.4	3.9	0.6
N#Cc1ccc(NC(=O)COC(=O)C2=COCCO2)cc1	5.2	8.5	-4.2	-5.7	6.7	-13.8	0.0	-2.5	0.3
Cc1ccc(NC(=O)COC(=O)c2ccc3c(c2)C(=O)N(CCc2ccccc2)C3=O)c(C)c1	-1.3	23.2	1.6	3.8	7.0	16.4	-3.0	0.6	0.9
COc1ccc(/C=C(\C#N)C(=O)Nc2ccc3[nH]c(=O)[nH]c3c2)cc1	-3.8	0.0	-0.6	-4.8	2.8	-1.0	-0.5	23.9	0.0
Cc1ccc(N=Cc2c(C)[nH]n(-c3ccccc3)c2=O)nc1	2.3	15.5	-0.4	0.6	10.6	5.3	-3.9	8.4	0.4

Complete entries as entered above. Order of screens: M5 PAM, M4 PAM, CRFR2-BP ag, CHRM4 antagonist, M1 PAM, CRFBP-R2 block, M5 ag, CHRM5 antagonist, CHRM4 agonist
C/C(=N\NC(=O)c1c(Br)c(C)nn1C)c1cccc(NC(=O)c2ccccc2C)c1 is entered as -0.2, 2.0, 2.0, -0.5, 9.2, 10.0, -2.3, 8.9, 1.9
Cc1ccc(N=Cc2c(C)[nH]n(-c3ccccc3)c2=O)nc1 is entered as 2.3, 15.5, -0.4, 0.6, 10.6, 5.3, -3.9, 8.4, 0.4

Next section.
SMILES	M5 PAM	M4 PAM	CRFR2-BP ag	CHRM4 antagonist	M1 PAM	CRFBP-R2 block	M5 ag	CHRM5 antagonist	CHRM4 agonist
CCCCN1C(N)=NC[C@@H]1c1ccccc1	4.5	6.3	-0.7	-6.7	-0.9	0.5	-6.9	9.3	0.4
C=CCOc1ccc(Br)cc1/C=N/O	-5.1	-1.2	2.6	6.9	6.5	10.9	-3.4	-2.0	-1.5
CC1CC(C)CN(S(=O)(=O)c2ccc(C(=O)NCCCn3ccnc3)cc2)C1 (configuration not stated)	-0.7	-6.3	1.3	7.2	7.3	-10.9	-6.6	-0.7	-0.7
C=CCSc1nnc2c(n1)[nH]c1c(C)cccc12	-2.6	11.7	0.0	-13.9	-1.1	6.9	-2.4	-5.7	5.9
COc1ccc2[nH]cc(S(=O)(=O)c3ccc(C(C)C)cc3)c(=O)c2c1	-4.6	-6.0	-1.0	5.4	4.1	11.9	-0.9	9.7	1.0
CC(=O)Nc1ccc(C=CC=Cc2cccc([N+](=O)[O-])c2)cc1	3.7	-2.2	2.5	-7.7	9.7	-45.1	2.3	15.5	9.3
O=c1cc(CN(Cc2ccccc2)Cc2ccccc2)c2ccccc2o1	-7.9	-9.5	·	0.3	0.1	·	-1.1	-1.3	-0.7
CC(C)n1nnnc1SCC(=O)N1N=C(c2cccs2)CC1c1cccs1 (configuration not stated)	1.2	-0.4	0.1	-11.8	2.9	2.6	-0.3	2.2	4.2
COc1cc(C(=O)OCCNC(=O)c2ccccc2)cc(OC)c1OC	-5.0	-1.8	-6.5	-1.4	0.2	-2.0	2.3	1.5	4.8
Cc1ccc(NC(=O)/C=C/C(=O)O)c(NC(=O)c2ccccc2)c1	-4.2	1.3	1.7	2.5	15.2	3.0	0.8	3.6	0.6
CS(=O)(=O)NC1c2cccc3cccc(c23)C1N1CCOCC1 (configuration not stated)	3.4	13.2	-0.8	-14.1	4.0	3.1	0.6	-7.4	1.2
CCc1nnc(NC(=O)C2CCCN(S(=O)(=O)c3ccc(OC)cc3)C2)s1 (configuration not stated)	-1.9	5.0	1.8	-3.1	12.8	-17.6	1.5	-3.7	1.5
CCCCN(C(=O)c1ccc(S(=O)(=O)N2CCCCC2)cc1)C1CCS(=O)(=O)C1 (configuration not stated)	3.1	-5.9	-0.2	10.1	0.9	-3.5	-1.4	2.1	-0.1
CC(=O)Nc1ccc2c(c1)[nH]c(=O)c1ccccc12	12.0	12.0	-1.4	-3.1	15.5	-20.6	4.1	4.9	0.7
C=CCOc1ccc(-c2n[nH]c(=S)o2)cc1	3.1	2.0	1.5	5.1	-4.9	-4.9	2.8	0.3	1.3
COc1ccc(C(=O)Nc2ccccc2)cc1NC(=O)c1cccs1	-3.0	3.5	-0.5	-1.2	-0.8	-9.5	-4.0	6.1	4.5
O=C(CNS(=O)(=O)c1cccc(F)c1)OCC(=O)N1CCCC1=O	-2.3	-0.7	-0.7	6.4	6.9	0.9	3.9	9.2	1.0
CC(CN1CCCCC1)OC(=O)CCc1ccccc1 (configuration not stated)	2.1	-2.9	-2.9	5.4	-2.8	13.8	-1.4	1.4	0.8
Cc1ccc(S(=O)(=O)NCc2n[nH]c(=S)n2C)cc1	3.1	9.3	-0.4	0.2	6.7	1.4	-1.6	3.4	0.5
